Bioassay records: PubChem, The Scripps Research Institute Molecular Screening Center
PP5 primary: PP5 phosphatase inhibitors, primary screen, biochemical, fluorescence; 320,000 tested, 0.18% active; inhibition, % at 6.7 µM; AID 1987, 2009; purified PP5c, OMFP substrate fluorescence;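 active = inhibition above the campaign's mean inhibition across all tested compounds plus 3 SD, cut at about 9.5% in these data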;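 note: 0% = DMSO only and 100% = 100 µM cantharidin control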
Fh CTSL1 inh: Fasciola hepatica cathepsin L1 inhibitors, primary screen, counter-screen for PFM18AAP inhibitor project, biochemical, QFRET, fluorogenic peptide substrate; 300,000 tested, 0.49% active; inhibition, % at 5.96 µM; recombinant F. hepatica cathepsin L1, Z-Leu-Arg-MCA fluorescence;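 active = inhibition above the mean of all tested compounds plus 3 SD, set per screening campaign, cut at about 17% in these data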;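 note: 0% = plate median of test compound wells and 100% = 1 µM Z-Phe-Ala-diazomethylketone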
PP1 counter: PP1-alpha phosphatase inhibitors, primary screen, counter-screen for PP5 inhibitor project, biochemical, fluorescence, OMFP substrate, single point; Serine/threonine-protein phosphatase PP1-alpha catalytic subunit (Homo sapiens), P62136; purified PP1alpha; inhibition, % at 6.7 µM; 320,000 tested, 0.9% active;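 active = inhibition above the mean inhibition of all tested compounds plus 3 SD, computed separately for each screening campaign, cut at about 15% in these data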
HCV core dimer: inhibitors of HCV core protein dimerization, primary screen, biochemical, TR-FRET, high-throughput | TR-FRET GST/Flag-core106 dimerization, 1536-well | inhibition, % at 5 µM | 300,000 tested, 0.33% active | AID 1899, 2009;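 active = inhibition above the mean of all tested compounds plus 3 SD, set per screening campaign, cut at about 45% in these data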
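test system = GST/Flag-tagged HCV core106 proteins | probe or stimulus = Eu donor and XL665 acceptor anti-tag antibodies | times = compound-protein-antibody incubation 4 h at 22.5 °C | signal = TR-FRET, excitation 340 nm, emission 617 and 671 nm | measure = percent inhibition of core106 dimerization signal | controls = wells lacking GST-core106 and wells with excess unlabelled core106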
proCasp3 act: activators of human procaspase-3 D3A mutant, primary screen, biochemical, absorbance, PC-3 D3A mutant, single concentration. Caspase-3 (Homo sapiens), P42574. recombinant procaspase-3 D3A, Ac-DEVD-pNA absorbance 405 nm. activation, % at 8.5 µM. 330,000 tested, 0.11% active;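 active = activation above the mean of all tested compounds plus 3 SD, cut at about 21% in these data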;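 note: 0% = DMSO alone and 100% = DMSO wells spiked with extra 5 µM PC-3 D3A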
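assay system = Procaspase-3 D3A mutant | signal = absorbance at 405 nm, 0 and 120 min | times = 1 h preincubation plus 2 h reaction at 25 °C | repeats = single replicate | read-out = % activation between DMSO and enzyme-spiked controls | medium = Zinc-free HEPES saline buffer with Triton X-100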
procasp7 counter: procaspase-7 activators, primary screen, counter-screen for procaspase-3 activator project, biochemical, absorbance, HTS, human; Caspase-7 (Homo sapiens), P55210; recombinant procaspase-7, Ac-DEVD-pNA absorbance 405 nm; D23A/D198A/D206A triple mutant, cannot self-cleave; scale: DMSO 0, 5 µM enzyme 100; activation, % at 8.5 µM; 330,000 tested, 0.093% active; AID 463210, 2010;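 active = percent activation above the screen-wide mean plus 3 SD, cut at about 25% in these data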
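Assay system: Uncleavable procaspase-7 mutant enzyme | Input: 2 µM procaspase-7 mutant as dispensed | Timing: 1 h compound preincubation, 2 h substrate cleavage, 25 °C | Repeats: One well per compound | Control set: DMSO wells as 0%, DMSO with 5 µM added PC-7 as 100% | Technique: Epi-absorbance of released pNA at 405 nm, two timepoints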
TPT1 inhibitor: Candida albicans TPT1 enzyme inhibitors, primary screen, biochemical, fluorescence polarization | recombinant caTPT1, FP RNA substrate dephosphorylation | inhibition, % at 5 µM | 300,000 tested, 0.81% active | tRNA 2'-phosphotransferase TPT1 (Candida albicans SC5314) | AID 1962, 2009;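 active = inhibition above the mean of all tested compounds plus 3 SD, set per screening campaign, cut at about 24% in these data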;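 note: plate controls were DMSO alone for no effect and ferristatin control at 100 nM for full effect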
AHR act: AHR activators, primary screen, cell-based, luminescence, luciferase reporter, human | Aryl hydrocarbon receptor (Homo sapiens), P35869 | AHR-responsive luciferase reporter cells | activation, % at 5 µM | 320,000 tested, 2.5% active | AID 2796, 2010; in the data active = activation above about 47%;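 note: 0% = vehicle wells and 100% = reference agonist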
Target sequence (P35869 whole entry, looked up): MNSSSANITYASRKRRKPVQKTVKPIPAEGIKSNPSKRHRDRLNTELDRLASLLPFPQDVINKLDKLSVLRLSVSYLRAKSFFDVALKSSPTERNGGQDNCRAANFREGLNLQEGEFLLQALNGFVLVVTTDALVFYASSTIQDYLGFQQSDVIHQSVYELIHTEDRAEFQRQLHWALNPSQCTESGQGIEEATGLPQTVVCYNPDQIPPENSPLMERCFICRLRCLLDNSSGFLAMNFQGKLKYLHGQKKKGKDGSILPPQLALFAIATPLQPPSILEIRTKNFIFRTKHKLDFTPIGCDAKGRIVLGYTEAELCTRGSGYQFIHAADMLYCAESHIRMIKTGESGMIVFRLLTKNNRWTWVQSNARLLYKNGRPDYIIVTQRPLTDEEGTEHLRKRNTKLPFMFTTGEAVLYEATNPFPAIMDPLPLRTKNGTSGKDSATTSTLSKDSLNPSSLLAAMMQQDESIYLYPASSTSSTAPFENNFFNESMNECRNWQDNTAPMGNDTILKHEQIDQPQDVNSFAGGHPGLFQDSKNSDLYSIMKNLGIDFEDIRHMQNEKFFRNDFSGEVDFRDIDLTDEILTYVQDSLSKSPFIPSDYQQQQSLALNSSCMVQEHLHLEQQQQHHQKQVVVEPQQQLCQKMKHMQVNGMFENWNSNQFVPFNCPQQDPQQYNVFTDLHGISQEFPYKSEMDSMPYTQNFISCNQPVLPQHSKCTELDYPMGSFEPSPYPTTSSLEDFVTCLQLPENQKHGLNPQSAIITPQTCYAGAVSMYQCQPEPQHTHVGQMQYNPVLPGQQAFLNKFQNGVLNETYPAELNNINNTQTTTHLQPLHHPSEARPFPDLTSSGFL
PAFAH2 inh: PAFAH2 enzyme inhibitors, primary screen, biochemical, fluorescence polarization, human; Platelet-activating factor acetylhydrolase 2, cytoplasmic (Homo sapiens), Q99487; recombinant PAFAH2, FP-rhodamine activity probe; inhibition, % at 3.39 µM; 340,000 tested, 0.99% active; AID 492956, 2010;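 active = inhibition above the mean over all tested compounds plus 3 SD, cut at about 30% in these data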;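 note: inhibitors block probe labeling of enzyme so polarization drops; 0% = enzyme with DMSO and 100% = wells lacking PAFAH2 protein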
An asterisk follows results filed as active; · = no result given.

SMILES	PP5 primary	Fh CTSL1 inh	PP1 counter	HCV core dimer	proCasp3 act	procasp7 counter	TPT1 inhibitor	AHR act	PAFAH2 inh
CCCCC(=O)Nc1nnn(CCC)n1	3.2	9	-1	-2	5	3	4	1	-1
CCOC(=O)CC1C(=O)NCCN1C(=O)c1cc2c(=O)n3ccccc3nc2s1 (configuration not stated)	3.0	1	3	16	0	1	0	4	·
Cc1ccccc1NC(=O)Cc1nc(COC(=O)c2ccc(Cl)c(S(N)(=O)=O)c2)cs1	0.7	-2	0	3	2	7	3	0	7
COc1cc(/C=C/C(=O)O)cc(Br)c1O	-0.1	-6	-5	-3	9	-1	-1	5	-1
CCOc1ccc(OCC)c(NC(=O)C2CCCN2S(=O)(=O)c2cccc3cccnc23)c1 (configuration not stated)	-0.1	-1	-5	9	-3	-6	-1	47*	9
O=C(COc1ccccc1)Nn1c(-c2ccccc2)nc2ccccc2c1=O	2.0	-1	-6	8	0	-3	-2	5	0
Cc1csc(SCc2ccc(C(=O)O)cc2)n1	-1.4	-2	2	-2	-4	14	1	-5	0
CCOC(=O)C1CCN(S(=O)(=O)c2ccc(Cl)nc2)CC1	-1.9	-4	-3	-4	5	8	1	5	1
Cc1ccc(N2C(=O)C3CCCN3C2=S)cc1Cl (configuration not stated)	0.8	1	3	-5	-7	-25	0	2	0
COc1ccccc1N1CCN(C2CCCN(C(=O)c3ccoc3)C2)CC1 (configuration not stated)	-2.7	-3	-8	-3	4	3	3	3	-2
CCc1nn2cc(C(=O)c3cc(C)ccc3O)cnc2c1-c1ccc(F)cc1	-2.8	2	-2	7	4	-11	2	0	-12
O=C(NCc1ccco1)C1CCN(C(=O)c2ccc([N+](=O)[O-])cc2)CC1	-2.7	8	-9	2	-17	-11	1	2	-2

Reprinted from the part before: seven entries, then new ones.
SMILES	PP5 primary	Fh CTSL1 inh	PP1 counter	HCV core dimer	proCasp3 act	procasp7 counter	TPT1 inhibitor	AHR act	PAFAH2 inh
O=C(COc1ccccc1)Nn1c(-c2ccccc2)nc2ccccc2c1=O	2.0	-1	-6	8	0	-3	-2	5	0
Cc1csc(SCc2ccc(C(=O)O)cc2)n1	-1.4	-2	2	-2	-4	14	1	-5	0
CCOC(=O)C1CCN(S(=O)(=O)c2ccc(Cl)nc2)CC1	-1.9	-4	-3	-4	5	8	1	5	1
Cc1ccc(N2C(=O)C3CCCN3C2=S)cc1Cl (configuration not stated)	0.8	1	3	-5	-7	-25	0	2	0
COc1ccccc1N1CCN(C2CCCN(C(=O)c3ccoc3)C2)CC1 (configuration not stated)	-2.7	-3	-8	-3	4	3	3	3	-2
CCc1nn2cc(C(=O)c3cc(C)ccc3O)cnc2c1-c1ccc(F)cc1	-2.8	2	-2	7	4	-11	2	0	-12
O=C(NCc1ccco1)C1CCN(C(=O)c2ccc([N+](=O)[O-])cc2)CC1	-2.7	8	-9	2	-17	-11	1	2	-2
Cc1cccc(C)c1NC(=O)C(NC=O)c1ccc(Cl)cc1 (configuration not stated)	2.4	-2	-1	-3	7	4	2	6	2
CC1(C)Cc2c(C#N)c(N)sc(=S)c2CO1	2.1	7	0	-19	-11	-17	-8	9	13
Cc1ccc(C(=O)COc2ccc3ccc(=O)oc3c2)cc1	-2.4	1	-4	4	5	11	1	-4	-2
CCCC1Cc2c(sc(NC(=S)NC(=O)c3ccccc3)c2C#N)CO1 (configuration not stated)	0.5	1	-4	2	5	-1	0	6	·
CC(C)N(CCCNC(=O)C1CCN(S(=O)(=O)N2CCOCC2)CC1)Cc1ccccc1	3.5	1	-4	-5	2	7	-1	-2	3
CCOc1ccc(NC(=O)C2CSC(c3ccncc3)=N2)cc1 (configuration not stated)	0.1	1	-3	2	-6	0	-2	40	1
O=C1CC(=O)NC(SCC(=O)Nc2ccccc2[N+](=O)[O-])=N1	1.0	0	9	9	-8	1	2	14	16
CCCN(CC(=O)Nc1ccc(F)c(F)c1F)C(=O)CCc1nc2ccccc2c(=O)[nH]1	2.7	-4	-8	-11	5	-5	2	8	0
COC(=O)c1ccc(C(=O)Nc2ccc(C(C)C)cc2N)cc1	1.6	1	3	-2	3	-2	-3	4	3
CC(=O)NCCn1c(SCc2ccccc2F)nc2ccccc2c1=O	2.7	3	4	-1	3	3	2	0	-4
Cc1cc(C)c2cc(C#N)c(SCC(=O)Nc3cc(C)on3)nc2c1	1.5	1	-9	-17	1	-3	2	-1	-8
Cc1nc2oc3c(NCC4CCCO4)ncnc3c2c2c1COC(C)(C)C2 (configuration not stated)	3.7	-2	3	-1	-1	-5	-1	12	6
O=C(Cc1nnc(NC(=O)Nc2ccccc2F)s1)NCc1ccccc1	5.7	-2	-4	-7	-3	4	-2	21	·
O=C(CSc1nnc2c(n1)[nH]c1ccc(F)cc12)OCc1ccccc1	-1.0	0	1	5	-10	5	-4	3	-11
C=CCn1c(SCC(=O)Nc2sccc2C(N)=O)nc2sc(C)c(C)c2c1=O	4.0	-2	2	9	-3	-7	1	0	-7
COc1ccccc1N1CCN(C(=O)CCSCc2ccccc2F)CC1	-0.8	-8	-1	-1	-2	8	0	6	-3
CCC(=O)c1cn(CC(=O)Nc2ccccc2)c2ccccc12	1.6	2	-1	-7	-5	14	2	16	0
CCCCNc1cc(C(=O)O)cc(S(N)(=O)=O)c1Oc1ccccc1	-1.8	-1	-2	-2	2	3	-4	2	6
COc1ccc(NC(=O)N2CCCCCC2)c(OC)c1	-2.9	0	-6	-6	1	7	-1	9	4
O=C(OCC(=O)N1CCCc2ccccc21)c1cncc(Br)c1	3.4	-3	-1	0	2	2	0	5	3
O=C(O)c1cccc(N2C(=O)c3ccc(Oc4ccc(Cl)cc4)cc3C2=O)c1	-1.4	-2	4	7	5	7	0	1	3
Cc1ccc(C(=O)OCC(=O)NCc2ccc3c(c2)OCO3)s1	0.1	-3	-4	3	-8	-1	1	1	23
Cc1ccc(C(=O)Nc2nnc(SCC(=O)N3CCCc4ccccc43)s2)cc1	2.4	3	2	13	1	-4	0	11	-7
N#Cc1ccc(C23CC4(C2)[C@H](CN(Cc2ccc(-c5ccccc5)cc2)[C@@H]4c2ccccc2)C3c2ccc(C(F)(F)F)cc2)cc1 (some centres not stated)	-5.0	16	9	2	-4	3	-2	0	·
COc1ccc(-c2sccc2C(C)C(=O)O)cc1 (configuration not stated)	1.2	-2	3	-1	8	0	1	-2	7
c1ccc(CSc2n[nH]c(-c3ccco3)n2)cc1	2.3	-4	0	-4	-6	-2	-1	-1	3
O=C(O)CNC(=S)N(Cc1ccccc1)Cc1cccs1	-1.4	2	-2	0	7	7	-2	-1	4
CCCS(=O)(=O)N1CCN(CC2CC3C=CC2C3)CC1 (configuration not stated)	-7.8	7	12	-3	-4	-7	-6	-1	3
CCOc1ccc(NC(=O)N2CCC(n3c(=O)[nH]c4ccccc43)CC2)cc1	3.9	4	2	1	0	1	4	8	1
CC(=O)OC(C(=O)n1nc(C)cc1C)c1ccccc1 (configuration not stated)	0.5	-41	-1	-1	1	-2	-2	-1	-5
CC(=O)NCCc1ccc(S(=O)(=O)NC2OC(=O)c3ccccc32)cc1 (configuration not stated)	-1.5	-1	-5	-3	1	13	-5	-4	-7
CN(c1cccc(NC(=O)CN(c2ccc(Cl)c(Cl)c2)S(=O)(=O)c2ccccc2)c1)S(C)(=O)=O	1.3	2	-1	17	-4	-7	-3	5	-12
CCC1S/C(=C(\C#N)C(=O)NCc2ccco2)N(c2ccc(F)cc2)C1=O (configuration not stated)	1.2	3	6	-3	-2	-12	2	2	-4
CCN(CC)CCCNC(=O)c1ccc(S(=O)(=O)Nc2ccc(C)c(C)c2)cc1	-1.8	·	-5	·	7	4	·	-1	-5
CCc1cc(=O)oc2cc(C)cc(OCC(=O)NCCN3CCOCC3)c12	-1.3	-1	-2	-6	1	3	0	3	2
O=C(CSc1nc2ccccc2c(=O)n1CCCN1CCOCC1)N1CCN(c2ccccc2)CC1	-0.6	-1	-3	3	6	3	1	0	-3
O=C(O)c1ccccc1-c1ccccc1C(=O)Nc1ccccc1	0.4	-6	-2	-3	-3	5	0	6	-2
O=C1CCN(Cc2ccc(Cl)cc2)N1	0.5	-4	-2	1	4	6	-5	3	-5
O=C(NCCN1C(=O)S/C(=C\c2ccc(Cl)c([N+](=O)[O-])c2)C1=O)C1=COCCO1	-1.4	-2	1	6	0	-5	0	1	3
COc1ccc(NC(=O)C(C)N(C)Cc2ccc3ccccc3c2)cc1 (configuration not stated)	2.2	2	-2	15	3	-5	0	4	11
O=S(=O)(NC1CC1)c1ccc(S(=O)(=O)N2CCN3CCCC3C2)cc1 (configuration not stated)	1.0	2	-5	3	-1	-3	1	-1	-3
